LAP4 TOR yeast = alters LAP4-GFP fluorescence in TOR pathway yeast screen. S. cerevisiae LAP4-GFP multiplex, flow cytometry GFP, 3 h; median GFP as percent of DMSO wells. GFP response vs DMSO, % at 10 µM. 320,000 compounds, 0.34% hits;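 active = GFP response vs DMSO above a set limit, about the screen mean plus 3 SD, cut at about 150% in these data; inconclusive = under 70 cell events counted for the yeast strain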
AGP1-GFP MLPCN = modulators of TOR pathway AGP1-GFP in S. cerevisiae. S. cerevisiae AGP1-GFP multiplex flow cytometry, 3 h; GFP as percent of DMSO wells. GFP response vs DMSO, % at 10 µM. 320,000 compounds, 0.02% hits;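 active = GFP response relative to DMSO above a set limit, near screen average plus 3 SD, cut at about 150% in these data; inconclusive = fewer than 70 cells counted for the yeast strain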;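 note: median GFP channel fluorescence of the gated AGP1 strain per well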
GRK2 inh = blocks RNA aptamer binding to human GRK2 | AID 488847 | bead flow cytometry, FAM-aptamer displacement from GRK2 | 330,000 compounds, 0.59% hits | inhibition of aptamer binding, % at 10 µM | P25098;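 active = inhibition of aptamer binding above 40%, roughly 3 SD of noise, on plates passing a quality check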;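 note: median bead fluorescence of bound FAM aptamer so fluorescent compounds give negative values; no value below 0 was filed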
CIT2-GFP yeast = yeast TOR pathway CIT2-GFP modulation | 320,000 compounds, 0.065% hits | AID 2029 | GFP response vs DMSO, % at 10 µM | S. cerevisiae CIT2-GFP strain, flow cytometry, 3 h; 100 means same as DMSO wells;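 active = GFP response relative to DMSO above a set limit, near the screen mean plus 3 SD, cut at about 150% in these data; inconclusive = Fewer than 70 cells measured for a yeast strain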;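 note: ratio of well median GFP fluorescence to mean of DMSO wells on the plate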
RPL19A TOR yeast = alters RPL19A-GFP fluorescence in TOR pathway yeast screen; S. cerevisiae RPL19A-GFP strain, flow cytometry, 3 h; hits give low values; percent response vs DMSO, % at 10 µM; 330,000 compounds, 0.3% hits; AID 2025;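 active = percent response vs DMSO below 50%; inconclusive = fewer than 70 events counted for the yeast strain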;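 note: median channel GFP fluorescence of the barcoded RPL19A-GFP strain; ratio of sample median GFP to plate DMSO average so 100% = DMSO; lower means less RPL19A-GFP as with rapamycin TOR inhibition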
GASC-1 inh = blocks human GASC-1 demethylase activity; Q9H3R0; GST-JMJD2C(1-420) H3K9me3 demethylation, DELFIA europium; inhibition, % at 2.35 µM; 330,000 compounds, 0.069% hits; AID 2099;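 active = more than half of a compound's replicate wells show inhibition beyond 50%, single wells judged on their own value; inconclusive = some, but no more than half, of replicates pass 50% inhibition; inactive = no replicate passes 50% inhibition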;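 note: signal counts dimethyl H3K9 product captured on neutravidin plate; 0% = median of DMSO wells and 100% = 0.3 times that DMSO median; strong numbers were not always called active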
MEP2 TOR yeast = modulators of TOR pathway MEP2-GFP in S. cerevisiae | 330,000 compounds, 0.51% hits | GFP response vs DMSO, % at 10 µM | S. cerevisiae MEP2-GFP strain, flow cytometry GFP, 3 h; 100% = DMSO control level | AID 2016;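 active = GFP response versus DMSO above a set limit, roughly screen mean plus 3 SD, cut at about 180% in these data; inconclusive = fewer than 70 cells counted for a yeast strain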;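 note: median GFP fluorescence of the barcode-gated MEP2-GFP cells per well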
VLA-4 inh = inhibition in a human VLA-4 binding assay; VLA-4 expressing cells, ligand binding flow cytometry; P13612; inhibition, % (about 7 µM as worked out from the volumes in the protocol); AID 2557; 330,000 compounds, 0.2% hits; in the data active = inhibition above about 50%
Target sequence (P13612 whole entry, looked up): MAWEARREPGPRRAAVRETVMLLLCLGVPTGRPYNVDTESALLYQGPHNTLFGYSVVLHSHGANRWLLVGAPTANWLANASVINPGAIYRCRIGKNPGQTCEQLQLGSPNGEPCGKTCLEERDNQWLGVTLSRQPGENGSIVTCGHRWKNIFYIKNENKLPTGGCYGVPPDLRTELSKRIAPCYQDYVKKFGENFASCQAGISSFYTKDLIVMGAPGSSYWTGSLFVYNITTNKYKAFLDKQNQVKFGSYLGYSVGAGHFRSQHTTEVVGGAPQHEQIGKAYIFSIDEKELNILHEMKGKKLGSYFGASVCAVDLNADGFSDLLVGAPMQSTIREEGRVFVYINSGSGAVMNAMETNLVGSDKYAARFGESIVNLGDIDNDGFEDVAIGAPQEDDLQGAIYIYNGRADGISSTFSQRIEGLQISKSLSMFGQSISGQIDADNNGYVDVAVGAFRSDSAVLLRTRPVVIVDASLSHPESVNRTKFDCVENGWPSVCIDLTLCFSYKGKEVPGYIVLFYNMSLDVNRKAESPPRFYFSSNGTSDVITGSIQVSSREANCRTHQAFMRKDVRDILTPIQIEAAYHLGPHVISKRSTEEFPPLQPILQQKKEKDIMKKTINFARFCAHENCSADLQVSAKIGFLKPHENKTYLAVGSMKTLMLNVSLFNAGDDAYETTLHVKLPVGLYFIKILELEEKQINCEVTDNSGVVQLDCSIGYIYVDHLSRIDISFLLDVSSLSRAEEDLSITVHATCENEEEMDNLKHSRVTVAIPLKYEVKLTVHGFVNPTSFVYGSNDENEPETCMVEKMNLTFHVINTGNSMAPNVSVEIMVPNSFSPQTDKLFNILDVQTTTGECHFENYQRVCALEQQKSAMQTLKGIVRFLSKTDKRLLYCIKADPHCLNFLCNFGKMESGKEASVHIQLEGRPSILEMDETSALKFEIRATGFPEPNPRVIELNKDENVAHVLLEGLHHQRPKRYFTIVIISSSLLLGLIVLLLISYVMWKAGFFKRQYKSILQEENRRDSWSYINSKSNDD
The depositor's hits bear a star; ? = inconclusive; / = no result given; [ ] = remark or other dose.

SMILES | LAP4 TOR yeast | AGP1-GFP MLPCN | GRK2 inh | CIT2-GFP yeast | RPL19A TOR yeast | GASC-1 inh | MEP2 TOR yeast | VLA-4 inh
COc1ccccc1N1C(=NC(=O)CCC2CCCC2)SC2CS(=O)(=O)CC21 (stereo not drawn) | 106 | 100 | 0 | 99 | 97 | 5 | 94 | 22
CC[C@@H](C)C(NC(=O)OC(C)(C)C)c1cn([C@@H](Cc2ccc(O)cc2)C(=O)N2CCN(C(=O)OC(C)(C)C)CC2)nn1 (stereo partly drawn) | 97 | 101 | 2 | 103 | 103 | -2 | 106 | 28
CC(C)(C)C(=O)CSc1ncnc2c1cnn2Cc1ccccc1 | 106 | 108 | 0 | 96 | 97 | 3 | 105 | 14
Cc1ccccc1-c1nc2ccccc2o1 | 94 | 100 | 2 | 99 | 103 | -1 | 101 | -2
Cc1ccc(C(=O)OCC(=O)NC2CCCCC2)o1 | 83 | 95 | 6 | 96 | 98 | 2 | 85 | 6
COc1ccc(CCNC(=O)CSc2ccc(-c3cccs3)nn2)cc1OC | 89 | 89 | 2 | 94 | 98 | -17 | 96 | 1
COc1ccc(C(O)(c2ccccc2OC)C(CN2CCOCC2)c2ccccc2)cc1 (stereo not drawn) | 96 | 99 | 0 | 97 | 95 | 15 | 95 | 35
CCOc1ccc(/C=C/C(=O)OCC(=O)NCCc2ccc(OCC)c(OCC)c2)cc1OC | 100 | 106 | 0 | 104 | 97 | -3 | 100 | 13
COc1ccc(-n2nnnc2SCC(=O)c2ccc3c(c2)OCCO3)cc1 | 104 | 97 | 2 | 89 | 94 | -25 | 97 | 5
CCS(=O)(=O)NCC(c1cccnc1)N1CCN(c2ccccc2OC)CC1 (stereo not drawn) | 96 | 99 | 0 | 99 | 99 | -20 | 101 | 7
COC(CNC(=O)c1ccc(CS(=O)(=O)c2ccc(C)cc2)o1)OC | 83 | 83 | 3 | 122 | 81 | 69 | 89 | -16
O=C(NCc1ccco1)C1CCC(N2C(=O)c3ccccc3C2=O)CC1 (stereo not drawn) | 93 | 99 | 4 | 95 | 96 | 8 | 98 | 26
O=C(Nc1nc2c(s1)CCc1ccccc1-2)c1ccco1 | 115 | 91 | 4 | 104 | 97 | -8 | 101 | 3
CCOC(=O)C1CCCN(C(=O)/C=C/c2ccc([N+](=O)[O-])cc2)C1 (stereo not drawn) | 101 | 108 | 3 | 102 | 105 | 2 | 108 | /
CCc1cc2c(SCC(=O)NC(=O)c3cccn3C)ncnc2s1 | 101 | 94 | 2 | 96 | 94 | 1 | 95 | 14
NC(N)=N/N=C/c1cc([N+](=O)[O-])ccc1O | 93 | 93 | 1 | 94 | 94 | 9 | 95 | 17
Cc1ccc(C(C(=O)NC(C)(C)C)N(Cc2ccc3c(c2)OCO3)C(=O)c2ccc(CN3CCOCC3)o2)o1 (stereo not drawn) | 117 | 109 | 2 | 103 | 108 | -14 | 111 | 11
O=C(NCCc1ccc(F)cc1)c1ccncc1 | 94 | 104 | 2 | 99 | 100 | 11 | 100 | 8
CCCC(=O)Nc1cc(Cl)ccc1N1CCN(C(=O)CC)CC1 | 100 | 102 | 0 | 96 | 95 | 6 | 99 | 1
Cc1ccc(COn2c(-c3ccc(Cl)cc3)nc3ccc([N+](=O)[O-])cc32)cc1 | 106 | 99 | 5 | / | 102 | 14 | 99 | -6
Nn1c(COc2cccc(Br)c2)nnc1SCC(=O)NCC1CCCO1 (stereo not drawn) | 95 | 96 | 0 | 90 | 96 | 0 | 92 | 3
CC1(C)C/C(=C(/C#N)C(N)=O)CCO1 | 100 | 107 | 11 | 103 | 101 | 0 | 112 | 10
CC(C)OC(=O)CC1C(=O)NCCN1C(=S)NC(=O)c1ccccc1 (stereo not drawn) | 93 | 100 | 3 | 100 | 103 | -15 | 99 | -7
CCC(c1nnc(SCCNCCO)n1CCN1CCOCC1)N(C)C (stereo not drawn) | 96 | 104 | 0 | 106 | 101 | -9 | 99 | 19
Cc1onc(-c2c(F)cccc2Cl)c1C(=O)N(Cc1ccccc1)C(C)C | 112 | 109 | 2 | 110 | 93 | -11 | 94 | 7
O=C(NN1CCOCC1)c1cc(-c2ccc(Br)s2)nc2ccccc12 | 107 | 104 | 0 | 100 | 94 | 7 | 99 | -2
Cc1ccc(NC(=O)c2cc(S(=O)(=O)N3CCCCC3)c[nH]2)cc1F | 101 | 107 | 2 | 109 | 99 | 3 | 98 | 28
Cc1cccc(NC(=S)N2CCCN(c3ncccc3[N+](=O)[O-])CC2)c1 | 102 | 114 | 0 | 102 | 89 | ? | 87 | 5
CCOC(=O)C(CCCOc1cccc(OC)c1)C(=O)OCC | 108 | 105 | 0 | 96 | 106 | 3 | 106 | -4
O=C(c1cc2sccc2n1Cc1ccc(F)cc1)N1CCN(c2nc3ccccc3s2)CC1 | 108 | 104 | 4 | 91 | 102 | 2 | 98 | 15
O=C(NC1CC2CCCC(C1)N2C(=O)Nc1ccc(F)cc1)c1ccccc1 (stereo not drawn) | 92 | 100 | 0 | 103 | 102 | 5 | 100 | -2
O=c1oc(Nc2cccc(Cl)c2)nc2ccccc12 | 107 | 99 | 0 | 97 | 95 | 14 | 101 | 20
CN1CCN(C(=O)c2cnn3c(C(F)(F)F)cc(-c4cccs4)nc23)CC1 | 100 | 99 | 0 | 93 | 100 | -9 | 97 | /
O=C1NN(c2ccc(Br)cc2)C(=O)/C1=C\c1ccc(O)cc1O | 87 | 92 | 29 | 96 | 102 | -1 | 106 | 5
COc1ccccc1CC(NC(C)=O)C(=O)NC1CCN(C(=O)c2ccc([N+](=O)[O-])cc2)CC1 (stereo not drawn) | 98 | 89 | 0 | 91 | 93 | 7 | 105 | 16
O=C(Nc1cnccn1)c1csc2ccccc12 | 102 | 93 | 1 | 96 | 98 | 7 | 102 | -5
CC(NCCC1(C(C)C)CCOC(C)(C)C1)c1cccs1 (stereo not drawn) | 109 | 106 | 0 | 98 | 96 | 12 | 108 | 18
CSc1ccc(Cl)c(C(=O)Nc2nccs2)c1 | 113 | 98 | 1 | 90 | 94 | 15 | 95 | 14
CCn1c(SC(C)C(=O)O)nnc1-c1cccnc1 (stereo not drawn) | 91 | 87 | 0 | 90 | 88 | 1 | 101 | 8
Cn1ncc([N+](=O)[O-])c1C(=O)Nc1ccc(Cl)cc1 | 80 | 93 | 0 | 96 | 100 | 1 | 99 | 0
COc1cccc2cc(C(=O)Oc3ccccc3)c(=O)oc12 | 100 | 95 | 1 | 103 | 101 | -6 | 108 | 9
Cc1c(Cl)c([N+](=O)[O-])nn1CCCC(=O)Nc1cc(Cl)ccc1Cl | 98 | 102 | 0 | 97 | 101 | -3 | 107 | 20
COc1ccccc1Nc1ncnc2c1cnn2-c1cccc(C)c1 | 125 | 99 | 0 | 87 | 102 | 0 | 96 | -7
COC(=O)CSc1nc(NC(C)C)nc(N(C)C)n1 | 104 | 94 | 2 | 96 | 96 | 16 | 88 | 1
Cc1nc(-c2ccc(Cl)cc2)sc1C1(C)CC(c2ccncc2)=NO1 (stereo not drawn) | 135 | 85 | 0 | 65 | 96 | -3 | 89 | 10
Cc1cc2n(n1)C(c1cccs1)Nc1ccccc1-2 (stereo not drawn) | 95 | 100 | 3 | 94 | 98 | 6 | 107 | 24
O=C(C[n+]1cc(-c2ccc(Cl)cc2)n2c1CCCCC2)c1ccccc1 | / | / | 0 | / | 92 | 8 | 122 | 10
N#Cc1ccc(C(=O)N2CCN(S(=O)(=O)c3ccc(Cl)s3)CC2)cc1 | 95 | 99 | 1 | 100 | 98 | 7 | 92 | 21
CCNC(=S)NCCN1CCOCC1 | 97 | 100 | 0 | 94 | 100 | -16 | 100 | -4
CCOC(=O)C1CCN(C(=O)C(C)Oc2ccc(C(=O)c3ccccc3)cc2)CC1 (stereo not drawn) | 102 | 102 | 1 | 98 | 99 | 7 | 103 | -7
COc1ccc(S(=O)(=O)N2CCCC(C(=O)NCc3ccccn3)C2)cc1Cl (stereo not drawn) | 91 | 95 | 3 | 102 | 98 | 1 | 94 | 4
CCOc1ccc(NC(=O)CCCn2nc(C)c3c(C)n(-c4ccccc4)nc3c2=O)cc1 | 104 | 104 | 4 | 103 | 103 | -33 | 107 | 2
CSCC(=O)N1CCCC(CNC(=O)c2ccc(-c3ccccc3)cc2)C1 (stereo not drawn) | 104 | 109 | 2 | 103 | 104 | -7 | 100 | -1
Cc1nn(-c2ccccc2)c2nc(C(Cl)(Cl)Cl)[nH]c(=O)c12 | 100 | 102 | 0 | 99 | 99 | 6 | 96 | 8
COc1ccc(NC(=S)Nc2ccc(C)c(Cl)c2)cc1OC | 117 | 103 | 2 | 104 | 100 | 6 | 123 | -9
COc1ccc(CCNC(=O)COc2cc(C)cc3oc(=O)cc(C)c23)cc1OC | 100 | 99 | 3 | 96 | 95 | 10 | 89 | 0
O=C(NN1C(=O)C2C3C=CC(O3)C2C1=O)c1cccc(Br)c1 (stereo not drawn) | 105 | 100 | 0 | 87 | 94 | 4 | 89 | 2
COc1cccc(CNC(=O)Cn2c(=O)oc3ccccc32)c1OC | 104 | 92 | 0 | 93 | 101 | 15 | 100 | 38
COc1ccccc1OCC(=O)N/N=C/c1cccc2cccnc12 | 97 | 97 | 3 | 108 | 78 | -30 | 99 | 5
COc1cc(C(=O)OCC(=O)Nc2cc(-c3cc(C)c(C)cc3C)nn2-c2ccccc2)cc(OC)c1OC | 94 | 111 | 1 | 109 | 113 | 0 | 111 | 1

Individual results from the list.
Cc1ccc(NC(=O)c2cc(S(=O)(=O)N3CCCCC3)c[nH]2)cc1F @ GASC-1 inh: 3
O=c1oc(Nc2cccc(Cl)c2)nc2ccccc12 @ AGP1-GFP MLPCN: 99
O=C(NCc1ccco1)C1CCC(N2C(=O)c3ccccc3C2=O)CC1 (stereo not drawn) @ VLA-4 inh: 26

Next part:
SMILES | LAP4 TOR yeast | AGP1-GFP MLPCN | GRK2 inh | CIT2-GFP yeast | RPL19A TOR yeast | GASC-1 inh | MEP2 TOR yeast | VLA-4 inh
COc1ccccc1Nc1ccc([N+](=O)[O-])cn1 | 105 | 97 | 0 | 88 | 96 | 1 | 93 | 0
COc1ccc(S(=O)(=O)N(C)c2ccc(C(=O)Nc3ccccc3C(=O)N3CCOCC3)cc2)cc1OC | 106[may fluoresce green] | 106[may fluoresce green] | 0 | 109[may fluoresce green] | 103[may fluoresce green] | 0 | 104[may fluoresce green] | 2
O=C(c1ccco1)N(Cc1ccc(Cl)cc1)Cc1ccco1 | 106 | 103 | 0 | 102 | 98 | -1 | 100 | 6
COC(=O)C(C)Oc1cc(OC(C)C(=O)OC)c2c(C)c(Cl)c(=O)oc2c1 (stereo not drawn) | 104 | 100 | 0 | 96 | 97 | -6 | 104 | 6
Cc1nc(NC(=O)CN(C)S(=O)(=O)c2ccc(Cl)cc2)sc1C | 111 | 102 | 4 | 106 | 104 | -12 | 93 | -3
CCn1cc(Br)c(C(=O)Nc2cccc(SC)c2)n1 | 98 | 85 | 0 | 97 | 92 | -2 | 97 | 7
NC(=O)C1CCN(c2ccc(C(F)(F)F)cc2[N+](=O)[O-])CC1 | 104 | 106 | 0 | 100 | 103 | 4 | 103 | 11
O=CNC1CCCc2c1[nH]c1ccc(Cl)cc21 (stereo not drawn) | 98 | 102 | 2 | 106 | 99 | 0 | 96 | 4

Screens as filed in PubChem.

Rows were taken by chance; any-hit rate near 1.7%.
